hiPSC survival: hiPSC single-cell survival enhancement; ATPlite luminescence; 100% = ROCK inhibitor wells, 0% = DMSO; survival enhancement, % at 20 µM; hit rate 0.044% among 360,000; AID 602274; in the data active means survival enhancement above about 18%;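 further: cells exposed to compounds for 16 hours before the ATP read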
m5-HT2A agonist: mouse HTR2A agonism via beta-arrestin recruitment; CHO-K1 mHTR2A beta-arrestin complementation, luminescence; percent of 30 µM serotonin response; P35363; hit rate 0.66% among 360,000; AID 624169; activation, % at 7.6 µM;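 active means activation above a run cutoff, the mean activation of all tested compounds plus 3 SD, cut at about 14% in these data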;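 further: 0% = plate median of compound wells and 100% = 30 µM serotonin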
aDG glyco act: increases alpha dystroglycan glycosylation; Pro5-aDG cells, alpha-DG glycosylation AlphaScreen (IIH6); 0% Pro5, 100% B10-LARGE cell signal; activation, % at 10 µM; hit rate 0.22% among 360,000; AID 624168;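 active means activation of at least 8% versus controls, or a plate z-score of at least 8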;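 further: Pro5 are CHO cells carrying HIG-tagged alpha-DG that lacks glycosylation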
N-glyco inh: blocks N-linked glycosylation in D54 reporter cells; D54 ERlucT glycosylation luciferase reporter, 24 h; percent of 100 nM tunicamycin response; reporter increase, % at 12.5 µM; hit rate 0.23% among 360,000; AID 588692;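 active means mean luciferase reporter signal, scaled so untreated is 0 and the glycosylation-blocking control 100, at or above a set limit in every replicate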;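 further: luciferase carries N-glycosylation sites so blocking glycosylation raises the light; 0% = median of neutral control wells and 100% = median of 100 nM tunicamycin wells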
Cardio protect: modulators protecting cardiomyocytes from myocardial damage; H9c2 cardiomyocytes, H2O2 injury protection, ATPLite, 2 h; protection from H2O2 cell death, % at 20 µM; hit rate 0.63% among 360,000;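 active means compounds giving at least 50% protection of heart cells from peroxide-induced death in the single-dose screen, raw or plate-pattern-corrected value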;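 further: 0% = DMSO wells with peroxide and 100% = DMSO wells without peroxide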
PDI turbidity: inhibitors of human protein disulfide isomerase | PDI insulin aggregation turbidity, A650, 90 min | inhibition, % at 10 µM | hit rate 0.052% among 350,000;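 active means mean inhibition across replicates of 30% or more, whatever share of single replicates reach that level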;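 further: absorbance from insulin aggregation driven by PDI reduction with DTT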
Granule exo inh: lytic granule exocytosis inhibition | hit rate 0.66% among 360,000 | inhibition, % at 10 µM | TALL-104 LAMP-1 surface exposure, flow cytometry; cells stimulated with thapsigargin and PMA | AID 651702;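 active means inhibition above about 55%, limit read from the data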
CaV13 FRET inh: Primary screen for inhibitors of IQ motif and Ca2+-dependent inactivation inhibitor domain binding in CACNA1D, Förster resonance energy transfer in living cells, …; inhibition, % at 12.3 µM; AID 743397; hit rate 0.098% among 340,000; HEK cells, CFP/YFP FRET ICDI-IQ, plate reader, 10 min; percent FRET-ratio fall versus neutral wells;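 active means mean replicate inhibition of at least 30% and at least 1% of replicates passing that level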;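 further: 0% = median of the neutral control wells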
ABCB6 inh 2: inhibitors of human ABC transporter ABCB6. K562-ABCB6 porphyrin accumulation, flow cytometry, 1 h; active compounds read low. fluorescence ratio to DMSO, % at 10 µM. hit rate 0.19% among 360,000;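 active means fluorescence ratio to DMSO below 75%, the collection mean minus 3 SD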;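 further: signal is porphyrin accumulated inside mitochondria; 100% equals median channel fluorescence of DMSO control wells; lower ratio means ABCB6 inhibition with less porphyrin fluorescence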
Target sequence (Q9NP58 whole entry, looked up): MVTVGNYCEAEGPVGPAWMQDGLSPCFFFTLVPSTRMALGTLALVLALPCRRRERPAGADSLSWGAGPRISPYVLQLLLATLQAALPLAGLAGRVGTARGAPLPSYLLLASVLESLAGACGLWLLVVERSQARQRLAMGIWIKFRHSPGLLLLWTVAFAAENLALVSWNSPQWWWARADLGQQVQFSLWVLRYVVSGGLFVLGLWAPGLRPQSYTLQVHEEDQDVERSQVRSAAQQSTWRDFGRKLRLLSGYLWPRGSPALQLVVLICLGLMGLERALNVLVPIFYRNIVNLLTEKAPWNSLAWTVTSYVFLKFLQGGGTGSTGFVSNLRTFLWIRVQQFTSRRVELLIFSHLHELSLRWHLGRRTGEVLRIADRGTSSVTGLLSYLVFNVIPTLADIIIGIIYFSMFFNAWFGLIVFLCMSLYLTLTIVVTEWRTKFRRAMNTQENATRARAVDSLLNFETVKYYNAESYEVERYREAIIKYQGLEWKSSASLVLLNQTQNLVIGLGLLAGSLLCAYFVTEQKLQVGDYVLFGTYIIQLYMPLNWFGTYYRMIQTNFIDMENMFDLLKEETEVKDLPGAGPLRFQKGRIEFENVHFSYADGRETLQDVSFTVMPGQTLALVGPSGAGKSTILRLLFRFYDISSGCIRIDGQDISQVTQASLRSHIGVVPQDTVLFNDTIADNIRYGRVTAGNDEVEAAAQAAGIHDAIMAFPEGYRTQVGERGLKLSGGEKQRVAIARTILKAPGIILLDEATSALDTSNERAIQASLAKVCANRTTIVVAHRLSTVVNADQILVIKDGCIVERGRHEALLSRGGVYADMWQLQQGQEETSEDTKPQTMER
Vif inh: HIV Vif inhibition. inhibition, % at 7.49 µM. HEK293T cells, Vif self-association by quenched fluorescence, imaging, 24 h. hit rate 0.35% among 340,000. AID 602346; in the data active means inhibition above about 50%, passing the limit was not always enough; further: some results filed as inactive read as strong as hits
Numbers without * were called inactive; . = no result given.

molecule | hiPSC survival | m5-HT2A agonist | aDG glyco act | N-glyco inh | Cardio protect | PDI turbidity | Granule exo inh | CaV13 FRET inh | ABCB6 inh 2 | Vif inh
O=C1C2CC(O)CN2C(=O)N1c1ccccc1 (configuration not stated) | 0.3 | -3 | 1.0 | 3 | 2 | -1 | -1 | -5 | 101 | -1
COc1ccc(N(C(=O)Nc2ccc(Cl)cc2)C2=NCCC2)cc1 | -2.3 | 3 | 0.3 | -2 | -6 | -1 | -1 | -10 | 99 | 2
c1ccc2c(-c3c[nH]c4ccccc34)c3ccccc3nc2c1 | -2.6 | -7 | 0.3 | 5 | -3 | 4 | 9 | . | 99 | -6
COC(=O)c1sc(NC(=O)c2oc3ccccc3c2C)nc1C | -1.8 | 7 | -0.2 | -1 | -6 | 4 | -1 | -5 | 97 | 1
CN1C(C(=O)Nc2ccc(C(=O)O)cc2)=C(O)c2ccccc2S1(=O)=O | 0.2 | -2 | 0.0 | 1 | 5 | 1 | 2 | -6 | 99 | -2
O=c1c(N2CCCCC2)coc2ccccc12 | 3.2 | 1 | -0.1 | 2 | -8 | -4 | 0 | -3 | 135 | 3
Cc1ccc(NC(=O)C2CC(=O)N(Cc3ccccc3)C2)cc1S(=O)(=O)N1CCCCCC1 (configuration not stated) | -0.2 | -8 | 0.0 | 1 | -8 | -7 | -2 | -5 | 75 | 1
Cn1nc(C2CC2)cc1NC(=O)C1(C)CCN1C(=O)CCc1ccccc1 (configuration not stated) | 0.0 | -5 | 0.1 | 0 | -4 | 15 | -1 | -5 | 108 | 10
CN1/C(=C/C=C/c2n(C)c3cc([N+](=O)[O-])c([N+](=O)[O-])cc3[n+]2C)C(C)(C)c2ccccc21 | -3.7 | -16 | -0.6 | -6 | -21 | -5 | -4 | -7 | 130 | .
O=C(NCCN1CCN(C(=O)c2cccc(Br)c2)CC1)C(=O)NCc1ccccc1 | -0.2 | -3 | 0.4 | . | -1 | 1 | -5 | -2 | 94 | .
CC1=C(C(=O)OC(C)C)C(c2ccc3c(c2)OCO3)NC(=O)N1 (configuration not stated) | 0.1 | 2 | -0.1 | 1 | -2 | -8 | -6 | -5 | 96 | -3
COc1ccc2cnn(CCOc3cc(C)ccc3C(C)C)c(=O)c2c1OC | 0.9 | -4 | 0.6 | -1 | -1 | -9 | -1 | -10 | 96 | -9
Cc1nnsc1-c1c(C(=O)Oc2ccccc2)c(C)nn1-c1ccccc1 | 0.6 | 7 | -0.1 | -2 | -6 | 16 | -4 | -19 | 98 | -11
C/C(=N\N1C(=O)c2ccccc2NC1c1ccccc1)c1ccccc1O (configuration not stated) | -2.4 | -1 | 2.6 | -18 | 1 | -4 | -2 | -4 | 99 | 11
C/C(=N/OCC(=O)NCCCCCCNC(=O)CO/N=C(/C)c1cccs1)c1cccs1 | -0.1 | 0 | 0.3 | 0 | -6 | 0 | 6 | -5 | 97 | 2
Cn1c(=O)c2c(ncn2CCC(=O)N/N=C/c2cccnc2)n(C)c1=O | -0.2 | 0 | 0.1 | 2 | -2 | -4 | 2 | -5 | 99 | -4
O=C(Nc1cc(C(F)(F)F)ccc1N1CCOCC1)c1ccc(Cl)nc1 | 4.3 | 3 | 0.0 | 0 | 3 | -42 | -1 | -5 | 97 | -5
O=C(CSC1=NCCS1)Nc1ccnc2ccccc12 | -1.3 | 2 | 3.4 | -2 | -22 | 7 | 2 | . | 97 | -13
CN(C(=O)COC(=O)c1nc(-c2ccccc2)n(-c2ccccc2)n1)C1CCS(=O)(=O)C1 (configuration not stated) | 0.3 | 1 | -0.2 | 3 | 5 | -2 | 0 | -4 | 106 | -7
CCOC(=O)N1CCN(Cc2nc(Cc3cccc(F)c3)no2)CC1 | 0.2 | 3 | 0.0 | 3 | -4 | 3 | -1 | -4 | 93 | -3
COC(=O)C[C@@H]1C[C@H]2c3cc(NC(=O)C4CCC4)ccc3O[C@H]2[C@@H](CO)O1 | -0.6 | 1 | -0.1 | 1 | 15 | 12 | 0 | -2 | 98 | -1
CCC(=O)Nc1cc(Cl)ccc1C(=O)O | 0.7 | -1 | 0.0 | 0 | 0 | 2 | -2 | -6 | 101 | -1
CCOc1[nH]n(-c2ccccc2)c(=O)c1C=NCc1ccncc1 | 0.6 | 1 | 0.1 | 1 | -1 | -12 | -1 | 3 | 98 | -3
Cc1nc(N2CCCCC2)c2ccsc2n1 | -1.0 | 2 | 1.0 | -3 | -3 | 0 | 16 | -6 | 98 | -17

Exported with two lines to a compound: part of the list above.
Second line of a record – hiPSC survival	m5-HT2A agonist	aDG glyco act	N-glyco inh	Cardio protect	PDI turbidity	Granule exo inh	CaV13 FRET inh	ABCB6 inh 2	Vif inh
Cn1c(=O)c2c(ncn2CCC(=O)N/N=C/c2cccnc2)n(C)c1=O
→ -0.2	0	0.1	2	-2	-4	2	-5	99	-4
O=C(Nc1cc(C(F)(F)F)ccc1N1CCOCC1)c1ccc(Cl)nc1
→ 4.3	3	0.0	0	3	-42	-1	-5	97	-5
O=C(CSC1=NCCS1)Nc1ccnc2ccccc12
→ -1.3	2	3.4	-2	-22	7	2	.	97	-13
CN(C(=O)COC(=O)c1nc(-c2ccccc2)n(-c2ccccc2)n1)C1CCS(=O)(=O)C1 (configuration not stated)
→ 0.3	1	-0.2	3	5	-2	0	-4	106	-7
CCOC(=O)N1CCN(Cc2nc(Cc3cccc(F)c3)no2)CC1
→ 0.2	3	0.0	3	-4	3	-1	-4	93	-3
COC(=O)C[C@@H]1C[C@H]2c3cc(NC(=O)C4CCC4)ccc3O[C@H]2[C@@H](CO)O1
→ -0.6	1	-0.1	1	15	12	0	-2	98	-1
CCC(=O)Nc1cc(Cl)ccc1C(=O)O
→ 0.7	-1	0.0	0	0	2	-2	-6	101	-1
CCOc1[nH]n(-c2ccccc2)c(=O)c1C=NCc1ccncc1
→ 0.6	1	0.1	1	-1	-12	-1	3	98	-3
Cc1nc(N2CCCCC2)c2ccsc2n1
→ -1.0	2	1.0	-3	-3	0	16	-6	98	-17

Next part
molecule | hiPSC survival | m5-HT2A agonist | aDG glyco act | N-glyco inh | Cardio protect | PDI turbidity | Granule exo inh | CaV13 FRET inh | ABCB6 inh 2 | Vif inh
COc1ccc(-c2nnc(SCc3ccccc3)n2N)cc1 | 4.1 | 4 | -0.1 | 8 | 1 | 3 | -1 | -5 | 92 | -3
CC(C)=CCC(C)(C)/C=N/NC(N)=O | -0.3 | 2 | -0.1 | 0 | -7 | 2 | -7 | -4 | 98 | -3
O=C(COC(=O)/C=C/c1ccccc1Cl)NC1CCCC1 | 0.5 | -4 | -0.2 | -1 | -5 | -1 | 3 | -2 | 91 | 2
Cc1ccc(S(=O)(=O)N2C[C@H]3C(=O)C[C@@H](c4ccccc4)N(S(=O)(=O)c4ccc(C)cc4)[C@H]3C[C@H]2c2cccs2)cc1 | 0.6 | -2 | -0.4 | -5 | -2 | . | -3 | -3 | 102 | 33
Cc1cccc(-c2noc(CN(C(=O)c3ccc4c(c3)OCO4)C(C)C)n2)c1 | -0.9 | -1 | 0.1 | 0 | -8 | 3 | -2 | -2 | 95 | 9
OCCC1CN(Cc2c(O)ccc3ccccc23)CCN1CCc1ccccc1 (configuration not stated) | 0.2 | -5 | 0.8 | 1 | -5 | 8 | 7 | -4 | 95 | -6
CCCC(C(=O)Nc1nccs1)c1ccccc1 (configuration not stated) | -2.5 | 6 | 0.6 | -2 | -8 | -1 | 2 | . | 101 | -5
CCN(CCNC(=O)c1cccc(N2CCCC2=O)c1)c1ccccc1 | -1.4 | 2 | 0.0 | 3 | -14 | -4 | 6 | -2 | 90 | .
COc1ccccc1Cn1c(=S)[nH]c2cc(C(=O)N3CCCC3)ccc2c1=O | -0.1 | 6 | 0.0 | -5 | -3 | -7 | 8 | -7 | 99 | 8
CC(NC(=O)c1ccc(N2CCCC2=O)cc1)c1ccccc1 (configuration not stated) | 1.5 | 1 | -0.1 | 1 | 2 | -1 | -2 | -7 | 104 | .
COc1ccc(Nc2nc3ccccc3s2)cc1 | -0.8 | -2 | 0.2 | -6 | -10 | -5 | -3 | -7 | 89 | 7
CCOC(=O)C1CCCN(C(=O)C2CCCN(S(C)(=O)=O)C2)C1 (configuration not stated) | 1.6 | 3 | 0.0 | 0 | 1 | -2 | 3 | -5 | 105 | -2
O=C(Nc1cnn(Cc2c(Cl)cccc2Cl)c1)c1ccc([N+](=O)[O-])cc1 | -1.9 | -4 | 2.9 | -1 | -8 | 0 | -2 | -5 | 97 | 14
CNC(=S)Nc1ccc(OCc2ccccc2)cc1 | 0.6 | -4 | 0.5 | -2 | -19 | 14 | -2 | -1 | 97 | 7
Cc1onc(-c2c(F)cccc2Cl)c1C(=O)NCc1cccs1 | 1.2 | -3 | 0.4 | 0 | -3 | 0 | -2 | -8 | 97 | -6
COc1ccc(N2C(=O)CSC2c2ccc(F)cc2)cc1 (configuration not stated) | -0.2 | 0 | -0.2 | -2 | 5 | 6 | 19 | -4 | 104 | .
Cc1ccoc1C(=O)N1CCCC(CCC(=O)N2CCN(c3ccccn3)CC2)C1 (configuration not stated) | 4.1 | 0 | 0.0 | -1 | 4 | 7 | -1 | -7 | 97 | -4
COCCNCC(=O)Nc1nc(C)cs1 | -2.7 | -1 | 0.1 | -1 | 1 | 0 | -1 | -7 | 104 | 59*
CC(C)(C)NS(=O)(=O)NC(=O)C1=C(N2CCCC2)COC1=O | -1.8 | 1 | -0.2 | 0 | 6 | 0 | -2 | -6 | 102 | 2
O=C(Cn1c(=O)sc2ccccc21)Nc1ccc(O)cc1 | 0.1 | -2 | -0.2 | 1 | 1 | 1 | 2 | -4 | 108 | 2
CCC(Sc1nc2ccccc2c(=O)[nH]1)C(=O)Nc1ccc(C(C)=O)cc1 (configuration not stated) | -0.3 | 5 | 0.3 | 0 | -10 | -15 | -1 | -4 | 91 | -12
Cn1c(=O)c2ncn(CC(=O)Nc3ccc4c5c(cccc35)CC4)c2n(C)c1=O | -0.8 | 4 | -0.1 | 2 | -1 | -1 | -3 | -3 | 128 | -3
CCCNC(=O)C1(C)CCCN(C(=O)c2ccc(F)c(Cl)c2)C1 (configuration not stated) | 1.4 | 2 | -0.1 | 2 | 6 | 0 | -2 | -6 | 100 | -25
CC(C)c1ccc(O)c(NC(=S)NC(=O)c2ccc3c(c2)OCO3)c1 | -0.2 | -15 | -0.2 | -1 | -4 | -5 | 0 | -6 | 99 | 1
CN(C)S(=O)(=O)c1ccc(Cl)c(NC(=O)CN2CCNC(=O)C2)c1 | -0.4 | 3 | -0.3 | 1 | 3 | 13 | 2 | -2 | 93 | -1
CCN(CC)CCC(c1ccc(N(C)C)cc1)c1c(OC)cc(OC)c2ccc(=O)oc12 (configuration not stated) | -1.3 | -3 | -0.2 | -2 | 23 | 3 | -2 | -7 | 96 | -3

Screening data: PubChem, several laboratories
